Source: PubChem (several laboratories)
EBNA-1 inh – blocks EBNA-1 binding to DNA. EBNA-1 DNA binding, fluorescence polarization. inhibition, % at 14.8 µM. 0.34% of 300,000 active. AID 1950; in the data active means inhibition above about 28%
Efflux pump mplx – inhibitors of Candida antifungal efflux pumps expressed in yeast | S. cerevisiae Candida pump triplex, Nile Red efflux | inhibition, % at 10 µM | 0.44% of 330,000 active | AID 485275;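 active means plate passing quality check with inhibition over a set limit, or well fluorescence over plate mean plus 4 SD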;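 further: Nile Red retained in pooled yeast measured as flow cytometry median fluorescence; 0% = buffer negative control and 100% = Enniatin B positive control; higher means more Nile Red kept so more efflux inhibition; some compounds called inactive have numbers as strong as hits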
core dimer inh – blocks dimerization of HCV core protein; TR-FRET GST/Flag-core106 dimerization, 1536-well; inhibition, % at 5 µM; 0.33% of 300,000 active;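 active means inhibition above the mean of all tested compounds plus 3 SD, set per screening campaign, cut at about 45% in these data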
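System: GST/Flag-tagged HCV core106 proteins. Incubation: compound-protein-antibody incubation 4 h at 22.5 °C. Technique: HTRF with 340 nm excitation, 617/671 nm emission. Medium: KF-containing HEPES buffer, pH 7.45, DTT, CHAPS, BSA. Read-out: inhibition (%) from 671 over 617 nm ratio. Also added: Eu(K)-anti-GST 90 ng/mL plus XL665-anti-Flag 1 µg/mL.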
PREPL inh – human PREPL enzyme inhibition | Q4J6C6 | recombinant PREPL, fluorescence polarization activity-based probe | 0.68% of 320,000 active | inhibition, % at 5.96 µM; in the data active means inhibition above about 43%;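 further: 0% = enzyme with DMSO and 100% = wells lacking enzyme; many of its hits are not listed in these tables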
Target sequence (Q4J6C6 whole entry, looked up): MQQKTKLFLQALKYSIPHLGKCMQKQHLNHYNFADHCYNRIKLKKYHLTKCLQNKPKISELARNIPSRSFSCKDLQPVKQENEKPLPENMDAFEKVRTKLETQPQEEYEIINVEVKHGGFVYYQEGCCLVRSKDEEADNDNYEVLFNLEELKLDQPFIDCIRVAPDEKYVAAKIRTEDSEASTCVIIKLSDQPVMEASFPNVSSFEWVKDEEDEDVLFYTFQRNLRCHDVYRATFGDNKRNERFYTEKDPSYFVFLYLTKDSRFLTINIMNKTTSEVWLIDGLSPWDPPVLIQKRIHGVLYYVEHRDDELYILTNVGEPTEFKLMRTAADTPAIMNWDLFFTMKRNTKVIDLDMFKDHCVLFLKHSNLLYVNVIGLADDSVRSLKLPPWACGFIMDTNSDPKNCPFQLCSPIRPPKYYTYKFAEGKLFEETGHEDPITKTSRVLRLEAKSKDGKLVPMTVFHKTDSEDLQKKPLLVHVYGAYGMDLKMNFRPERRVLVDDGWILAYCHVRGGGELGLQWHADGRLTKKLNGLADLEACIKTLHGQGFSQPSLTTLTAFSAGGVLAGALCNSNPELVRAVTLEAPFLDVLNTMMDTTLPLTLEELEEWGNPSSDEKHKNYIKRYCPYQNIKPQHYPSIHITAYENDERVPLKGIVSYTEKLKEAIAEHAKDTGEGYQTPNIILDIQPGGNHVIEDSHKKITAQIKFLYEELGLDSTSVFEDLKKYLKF
ZTA counter – counter-screen for EBNA-1 inhibitors: inhibitors of Epstein-Barr virus ZTA; P03206; ZTA-DNA binding, fluorescence polarization; inhibition, % at 11 µM; 0.15% of 320,000 active; AID 2234; in the data active means inhibition above about 33%
PP5 primary – blocks human protein phosphatase 5 activity. P53041. 0.18% of 320,000 active. purified PP5c, OMFP substrate fluorescence. AID 1987. inhibition, % at 6.7 µM;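 active means inhibition above the campaign's mean inhibition across all tested compounds plus 3 SD, cut at about 9.5% in these data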;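 further: 0% = DMSO only and 100% = 100 µM cantharidin control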
CTSL1 counter – cathepsin L1 inhibition, PFM18AAP counter-screen. recombinant F. hepatica cathepsin L1, Z-Leu-Arg-MCA fluorescence. inhibition, % at 5.96 µM. 0.49% of 300,000 active. AID 1906;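 active means inhibition above the mean of all tested compounds plus 3 SD, set per screening campaign, cut at about 17% in these data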;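 further: 0% = plate median of test compound wells and 100% = 1 µM Z-Phe-Ala-diazomethylketone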
TPT1 inh – inhibitors of Candida albicans tRNA 2'-phosphotransferase TPT1; recombinant caTPT1, FP RNA substrate dephosphorylation; 0.81% of 300,000 active; inhibition, % at 5 µM;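 active means inhibition above the mean of all tested compounds plus 3 SD, set per screening campaign, cut at about 24% in these data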;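 further: plate controls were DMSO alone for no effect and ferristatin control at 100 nM for full effect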
PP1 inh – blocks human PP1-alpha phosphatase, a PP5 counter-screen; purified PP1alpha, OMFP fluorescence; inhibition, % at 6.7 µM; 0.9% of 320,000 active; AID 2235;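 active means inhibition above the mean inhibition of all tested compounds plus 3 SD, computed separately for each screening campaign, cut at about 15% in these data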
Target sequence (P62136 whole entry, looked up): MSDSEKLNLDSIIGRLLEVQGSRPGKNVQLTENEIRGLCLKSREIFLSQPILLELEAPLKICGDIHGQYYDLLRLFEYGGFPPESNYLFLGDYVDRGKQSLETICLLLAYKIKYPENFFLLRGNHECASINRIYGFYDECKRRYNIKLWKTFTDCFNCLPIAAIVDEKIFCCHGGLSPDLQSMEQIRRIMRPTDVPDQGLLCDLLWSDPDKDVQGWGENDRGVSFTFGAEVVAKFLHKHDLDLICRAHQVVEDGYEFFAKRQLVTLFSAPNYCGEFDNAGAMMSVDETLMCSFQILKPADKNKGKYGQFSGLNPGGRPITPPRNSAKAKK
Active calls of the source: *; x = not tested or not shown. Not all compounds are listed (hit frequency here may not be typical).

Molecule	EBNA-1 inh	Efflux pump mplx	core dimer inh	PREPL inh	ZTA counter	PP5 primary	CTSL1 counter	TPT1 inh	PP1 inh
CS(=O)(=O)N1CCC(Oc2ccccc2C(=O)N2CCCCC2CO)CC1 (stereo not given)	-1	0.0	0	17	9	0.7	2	2	-3
CSc1ccccc1NC(=O)CN(C)Cc1c(O)ccc2ccccc12	15	-0.2	8	-10	13	4.6	2	0	-4
C=CCn1c(-c2csc(-c3ccc(Cl)cc3)n2)n[nH]c1=S	7	0.0	6	8	-21	4.1	-1	-4	-1
COc1ccccc1N1CCN(S(=O)(=O)c2c[nH]c(=O)[nH]c2=O)CC1	-1	0.0	1	-2	4	0.7	-2	-2	1
CCCn1cc(CN2CCC(N3CCC(C(=O)N4CCOCC4)CC3)CC2)c(C)n1	-6	0.1	3	-2	4	1.7	-1	-1	-6
Cc1cc(NC(=O)CSc2ccnc(=O)[nH]2)no1	8	-0.1	-4	-1	4	1.1	0	-2	-2
Nc1c(C(=O)C2CC2)sc2nc(-c3ccccc3)cc(C(F)(F)F)c12	-9	0.2	-2	11	-8	0.5	0	7	3
CC1CCCCC1NC(=O)c1ccc(N2CCCC2=O)cc1 (stereo not given)	-3	-0.8	1	-1	6	1.9	5	-2	-4
O=C(Nc1cccnc1)C1CCN(S(=O)(=O)c2ccc(Cl)cc2)CC1	-5	0.1	-7	-4	2	2.2	0	2	9
Cc1ccccc1NC(=O)CSc1nnc(CNC(=O)c2ccc3c(c2)OCO3)n1C	11	0.0	12	9	-5	1.1	-1	-1	-4
CCOC(=O)C(=O)NNc1ccccc1OC	-16	0.0	0	-9	5	0.0	-1	0	-4
CCN(C(=O)CN1C(=O)c2ccc([N+](=O)[O-])cc2C1=O)C1CCS(=O)(=O)C1 (stereo not given)	-3	0.0	-1	-4	-14	0.8	-5	-1	-6
COc1ccccc1NC(=O)C12CC3CC(C1)CC(c1ccc(C)cc1)(C3)C2	3	-0.1	5	0	0	-0.4	-2	-2	5
CS(=O)(=O)c1ccc(Cl)c(NC(=O)CCc2ccccc2)c1	-7	-0.1	-2	6	-10	1.6	-1	0	-3
NNC(=O)C=C1CCN(c2ncc(C(F)(F)F)cc2Cl)CC1	2	0.0	2	-7	10	-1.3	2	-2	-1
N#Cc1c(Nc2ccccc2)s[nH]c1=O	-7	-0.3	-5	10	-7	0.5	2	5	-3
Cc1cccc(NC(=S)NC(=O)c2cc(-c3ccccc3)nc3ccccc23)c1	1	0.0	17	-5	6	0.4	0	-5	2
COc1ccc(/C=C(/NC(=O)c2ccc(C)cc2)C(=O)NCC2CCCO2)cc1 (stereo not given)	-7	0.0	2	-3	0	0.8	2	0	-3
O=C(Nc1ccc(N2CCN(C(=O)c3ccccc3)CC2)c(Cl)c1)c1ncn[nH]1	3	0.0	-6	4	-9	0.5	3	-6	0
O=C(Nc1ccc(CN2CCS(=O)(=O)CC2)cc1)c1ccc(Cl)cc1	2	0.1	4	-5	16	-0.9	-1	-3	-1
CC(=O)c1nccs1	x	-0.2	x	16	1	1.5	x	x	0
Cc1cccc(C(=O)Oc2coc(CSc3nnc(NC(=O)C4CC4)s3)cc2=O)c1	6	-0.5	18	28	5	0.3	-2	-1	-4
Oc1ccc(N=Nc2ccccc2)cc1	7	-0.1	-18	-6	5	1.1	4	-2	4
CCn1c(=N)n(CCO)c2ccccc21	3	0.0	0	4	5	-1.6	2	-6	-3
CCOC(=O)c1nnc(-c2ccccc2)nc1NC	-11	-0.1	5	-1	-7	-0.3	6	-1	-1
CCSc1ncccc1C(=O)N[C@@H](CCSC)C(=O)OC	0	0.0	2	-4	7	2.0	0	-2	5
Cc1cccc2c1cnn2C(=O)CCC(=O)NCc1ccc(F)cc1	-13	-0.1	-4	-8	-10	0.0	0	-1	-1
COc1ccc(S(=O)(=O)Nc2cccc(C)c2C)c2cccnc12	12	-0.1	0	1	10	1.5	-4	-1	-1
CCOC(=O)c1cnc(-c2ccccc2)[nH]c1=O	-2	-0.2	-3	2	7	-0.9	1	-2	-3
CCOC(=O)/C=C1\SC(C)C(=O)N1CC(=O)N(CCC#N)c1ccccc1 (stereo not given)	x	0.1	x	3	9	-0.9	x	x	-7
CC(=O)Nc1cccc(-n2nnc(SCC(=O)c3ccccc3)n2)c1	-15	0.0	1	-1	3	1.9	-1	-1	-1
Cc1cc(C)n(C(=O)N(c2ccccc2)c2ccccc2)n1	5	-0.2	-10	7	-8	0.4	-7	-3	0
Cc1cc(OCC(=O)NC2CC(C)(C)NC(C)(C)C2)c2c(C)c(C)c(=O)oc2c1	-2	-0.4	0	-12	11	1.2	1	1	-1
CCCCNC(=O)NC12CC3CC(CC(C3)C1)C2	-1	0.1	1	10	-1	2.2	-2	-1	-3
Cc1ccc(CNC(=O)c2ccc(COc3ccccc3)cc2)cc1	12	-0.1	13	-8	12	-0.7	2	-1	2
CCN(CC)CCC(O)(c1ccccc1)C1CCCCC1 (stereo not given)	7	-0.1	1	-1	-2	-2.3	-1	1	6
CCCC(=O)c1cc2c(cc1NC(=O)c1ccccc1F)OCCO2	-6	-0.1	-2	-5	11	-0.3	1	3	-1
Cn1cc(C=C2C(=O)OC3(CCCCC3)OC2=O)c2ccccc21	0	0.1	8	-1	-4	-1.7	-1	1	-4
O=C(COC(=O)/C=C/c1ccc(Cl)cc1)NCCC1=CCCCC1	12	0.1	4	16	-10	-1.0	5	-1	3
O=C(COc1ccc2ccccc2c1)N[C@@H](C(=O)O)c1ccc(O)cc1	-9	0.5	-7	-5	-6	0.0	-4	-3	5
CN(C)c1ccc(/C=C/c2ccc3ccccc3n2)cc1	-11	0.2	-28	60*	12	0.9	1	60*	-4
COc1ccc(-c2cc3cc(OC)c(OC)cc3c(C)n2)cc1	1	0.0	1	10	-10	2.6	6	-1	-3
Cc1cc(C)cc(N2C(=O)C3C4C=CC(C4)C3C2=O)c1 (stereo not given)	8	-0.1	-4	5	1	2.2	3	-4	2
Cc1ccc(C)c(Cn2nnc(C(=O)Nc3ccc4c(c3)OCCO4)c2N)c1	-4	-0.1	-2	14	5	2.9	3	-4	-1
Cc1cc(NC(=O)c2cnn3c(C(F)(F)F)cc(-c4ccc(Br)cc4)nc23)no1	5	-0.1	8	9	5	2.9	-1	1	-2
Cc1ccc(S(=O)(=O)Nc2ccccc2C(=O)Nc2sccc2C(=O)NN(C)C)cc1	10	0.0	1	-2	14	-0.9	-2	1	-1
O=C(OCCOc1ccccc1)c1cc(S(=O)(=O)N2CCOCC2)ccc1Cl	x	0.0	x	5	7	0.3	x	x	-3
O=C(NCc1ccc2c(c1)OCO2)c1ccc2snnc2c1	7	-0.1	3	-1	12	-1.6	1	5	0
CC(=O)Nc1ccc(NC(=O)CSc2nc(C)nc3sc(C)c(C)c23)cc1	-4	0.0	4	-9	11	-0.2	2	4	6
Cc1cc(NS(=O)(=O)c2ccc(NC(=O)CSc3nc4ncc(Cl)cc4[nH]3)cc2)nc(C)n1	1	-0.1	8	3	7	-2.5	2	-3	-3
CC1Cc2ccccc2N1CC(=O)Nc1ccc2c(c1)OC(F)(F)O2 (stereo not given)	0	0.1	3	8	-10	4.0	1	3	1
CSc1ccc(Cl)c(C(=O)N2CCN(c3ncccn3)CC2)c1	x	-0.1	x	6	0	-0.9	x	x	-2
Cn1c(SCC(=O)Nc2cccc3ccccc23)nc(O)cc1=O	12	0.0	4	4	4	0.3	5	-2	6
COC(=O)c1sc(NC(=O)c2ccncc2)nc1C	-11	0.1	-1	13	-1	1.8	0	1	-1
Cc1ccc(S(=O)(=O)N2CCCCC2)cc1NC(=O)c1cc2ccccc2o1	x	0.4	x	-2	15	0.9	x	x	3
Cc1cc(C)c(C#N)c(SCc2cn3ccccc3n2)n1	7	-0.1	-2	0	-21	1.2	-9	3	-2
COC(=O)[C@@]1(Cc2ccc(F)cc2)[C@H]2c3cc(C(=O)N(C)C)n(CCc4ccccn4)c3C[C@H]2CN1C(=O)c1ccccc1	-2	0.0	12	7	13	0.4	1	1	-6
O=C(Nc1ccc(C(=O)NN2C(=O)c3ccccc3C2=O)cc1)c1ccccc1	13	-0.1	2	-1	9	-0.5	3	1	-4
Cc1cc(NC(=O)c2cccc3ccccc23)cc(C)c1OCC(=O)N1CCOCC1	-9	0.2	-3	21	8	3.2	0	1	-6
CSCC[C@H](NC(=O)CCNC(C)=O)c1nc2ccccc2[nH]1	2	-0.1	-1	3	-20	2.3	-1	0	-7

Remaining list, next part
Molecule	EBNA-1 inh	Efflux pump mplx	core dimer inh	PREPL inh	ZTA counter	PP5 primary	CTSL1 counter	TPT1 inh	PP1 inh
OCC1(Cc2cccc(C(F)(F)F)c2)CCN(Cc2cc(F)cc(F)c2)CC1	0	0.0	1	-8	-3	2.6	-1	-2	-2
CCOc1ccccc1CNC(=O)c1ccc2nc(N3CCOCC3)sc2c1	3	0.0	-3	3	-10	1.6	5	-2	3
CCO/C=C1/C(=O)N(CC)c2ccccc21	15	-0.2	-2	11	0	0.7	2	-6	0
COc1cccc(C(C(=O)NC2CCCCC2)N(CCN2CCOCC2)C(=O)C2COc3ccccc3O2)c1 (stereo not given)	-7	0.1	-1	0	-2	-4.3	1	-2	1
Cc1cc(C)nc(NS(=O)(=O)c2ccc(NC(=O)NC3CCCCC3)cc2)n1	-3	0.0	2	4	6	2.9	1	0	0
COc1ccc(C2N(c3ccccn3)C(=O)C3CCCN32)c(OC)c1 (stereo not given)	5	0.1	-6	-3	3	0.2	0	2	-2
O=CN1CCN(C(=O)C(=O)c2cn(CC(=O)N3CCCCC3)c3ccccc23)CC1	-10	0.0	9	-6	-18	2.2	-1	-3	4
CC(C)(C)C(=O)NNc1nc(-c2ccccc2)c2cc(Br)ccc2n1	-5	0.9	-14	0	-6	0.6	5	-1	-11
N#CCCN(C(=O)COC(=O)CCc1c[nH]c2ccccc12)c1ccccc1	-12	0.1	0	23	9	2.0	-5	1	-7
COc1ccc(Cl)cc1C(=O)NCCCn1ccnc1	-6	0.3	-6	-1	-5	-1.3	-1	1	0
O=C(c1ccccc1F)N(Cc1ccc2c(c1)OCO2)Cc1cc2cc3c(cc2n2nnnc12)OCO3	2	-0.1	21	2	-7	0.0	-4	-9	0
COc1ccccc1OCCn1c(=O)sc2ccccc21	-6	0.0	4	-6	-1	2.6	2	-1	-6

Results in Efflux pump mplx and PP5 primary, for some of the entries so far:
structure	Efflux pump mplx	PP5 primary
O=C(c1ccccc1F)N(Cc1ccc2c(c1)OCO2)Cc1cc2cc3c(cc2n2nnnc12)OCO3	-0.1	0.0
COc1ccccc1OCCn1c(=O)sc2ccccc21	0.0	2.6

(list continues)
Molecule	EBNA-1 inh	Efflux pump mplx	core dimer inh	PREPL inh	ZTA counter	PP5 primary	CTSL1 counter	TPT1 inh	PP1 inh
O=C(C[n+]1ccccc1)Nc1ccccc1[N+](=O)[O-]	-4	0.2	-2	-6	-4	1.0	1	3	0
CC(C)C1Cc2c(sc3c2c(=O)n(-c2ccccc2)c2n[nH]c(=S)n32)CO1 (stereo not given)	3	-0.1	4	2	16	-2.5	1	1	-1
Cc1oc2c(C)c3oc(=O)c(CCC(=O)O)c(C)c3cc2c1-c1ccccc1	2	0.1	12	-2	0	1.5	2	0	3
Oc1ccc(Cl)cc1-c1cc(-c2ccco2)[nH]n1	-8	-0.1	-1	-7	-4	6.8	-1	3	4
CCOc1ccc(CCNC(=O)COC(=O)/C=C/c2ccco2)cc1OCC	2	-0.1	10	-1	0	3.6	-4	-2	-5
